# GPR35 arrestin U2OS: GPR35 antagonists blocking zaprinast-driven arrestin recruitment, primary screen, imaging, U2OS, beta-arrestin-GFP, zaprinast agonist (AID 2058) | U2OS GPR35 beta-arrestin-GFP translocation imaging, zaprinast antagonism; higher % means a stronger effect | 290,000 compounds, 0.052% hits | inhibition, % at 10 µM; hits with a dose series show IC50 in µM;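 active = inhibition of at least 50% with at least 30 cells and total cytoplasm GFP at most 10,000,000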
# GPR55 antagonists: GPR55 antagonists blocking LPI-driven arrestin recruitment, primary screen, imaging, U2OS, beta-arrestin-GFP, LPI agonist (AID 2013); inhibition, % at 10 µM; hits with a dose series show IC50 in µM; 290,000 compounds, 0.13% hits; U2OS GPR55 beta-arrestin-GFP translocation imaging, LPI antagonism; higher % means a stronger effect;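 active = spots per cell inhibited over 60%, with over 100 cells counted and total cytoplasm intensity under 500,000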;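 note: U2OS cells stably carrying GPR55 and arrestin-GFP stimulated by 5 µM LPI near EC80; imaged beta-arrestin-GFP aggregate spots per cell after agonist stimulation; plate controls were LPI-stimulated DMSO wells for no effect and DMSO wells without LPI for full effect; some results filed as inactive read as strong as hits; confirmed hits need IC50 under 10 µM and bright autofluorescent wells are also inconclusive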
# SV40 large T antigen: SV40 large T antigen inhibitors, biochemical (AID 1903) | one-dose inhibition, % at 20 µM; IC50 in µM for titrated hits | SV40 large T antigen ATPase/helicase inhibition assay; higher % means a stronger effect | 310,000 compounds, 0.39% hits; in the data active = a potency from the dose series; note: strong numbers were not always called active
# GPR55 activation: selective activators of receptor GPR55 – imaging, U2OS cells, beta-arrestin-GFP redistribution, primary screen (AID 1961) | 290,000 compounds, 0.048% hits | U2OS GPR55 beta-arrestin-GFP redistribution imaging; higher % means a stronger effect | activation, % at 10 µM, or EC50 in µM where a hit was titrated;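 active = activation above 40% with more than 50 cells counted in the well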;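 note: U2OS osteosarcoma cells stably expressing GPR55 and beta-arrestin-GFP; plate controls were DMSO negative control for no effect and LPI positive control for full effect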
# NTR1 ag: NTR1-driven beta-arrestin-GFP spot formation – imaging, U2OS cells, high content, primary screen (AID 493036). P30989. agonist mode. activation, % at 20 µM. 330,000 compounds, 0.17% hits;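 active = activation at or above 40% of the spot to cytoplasm intensity ratio, with at least 20 cells analyzed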;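 note: 0% = DMSO without peptide and 100% = 100 nM NTR1 peptide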
# Target sequence (P30989 whole entry, looked up): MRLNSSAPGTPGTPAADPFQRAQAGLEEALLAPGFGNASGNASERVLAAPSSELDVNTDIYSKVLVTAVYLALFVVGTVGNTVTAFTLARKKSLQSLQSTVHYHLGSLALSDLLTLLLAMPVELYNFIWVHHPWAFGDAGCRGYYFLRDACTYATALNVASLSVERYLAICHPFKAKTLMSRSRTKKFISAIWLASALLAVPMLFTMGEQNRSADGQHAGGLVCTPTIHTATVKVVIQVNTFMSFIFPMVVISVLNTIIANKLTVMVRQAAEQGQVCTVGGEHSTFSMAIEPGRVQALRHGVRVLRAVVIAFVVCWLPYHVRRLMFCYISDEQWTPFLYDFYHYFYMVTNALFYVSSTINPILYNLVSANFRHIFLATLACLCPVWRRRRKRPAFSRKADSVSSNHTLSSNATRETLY
# MgcRacGAP inhibition: MgcRacGAP GTPase-activating activity inhibitors, confirmation, biochemical, ADP Hunter fluorescence. MgcRacGAP-stimulated Rac1 GTP hydrolysis, ADP Hunter fluorescence; higher % means a stronger effect; GST-tagged Rac1 F28L mutant substrate. inhibition, % at 30 µM; hits with a dose series show IC50 in µM. 340,000 compounds, 0.6% hits. AID 624330;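 active = first-screen hits whose inhibition reached a set limit at any dose in the follow-up dose series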;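 note: fluorescence reports GDP produced by GAP-driven GTP hydrolysis; strong numbers were not always called active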
# Hep lipid drop: modulators of hepatic lipid droplet formation; AML12 mouse hepatocytes, oleate lipid droplets, BODIPY imaging; inhibition, % at 6.5 µM; 240,000 compounds, 0.4% hits;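 active = lipid droplet intensity inhibited by at least 50%, with more than 500 cells counted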
#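 Assay system: AML12 hepatocytes (mouse); Probe or stimulus: oleic acid at 100 µM to induce lipid droplet formation; Dosing: compound at 6.5 µM only; Schedule: compound with oleate, overnight; Detection: fluorescence imaging, 20x objective, two fields per well; Measure: % inhibition of lipid droplet signal.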
# LYP inhibition: PTPN22 lymphoid phosphatase activity blockers – biochemical, fluorescence intensity, uHTS (AID 1779); 290,000 compounds, 0.054% hits; recombinant LYP phosphatase, fluorescence intensity; higher % means a stronger effect; inhibition, % at 11.5 µM, or IC50 in µM where a hit was titrated; in the data active = inhibition above about 50%;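 note: plate controls were vehicle with enzyme for no effect and no enzyme for full effect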
# T cell modulator: T cell immune modulation candidate; calls only at 7 µM; 2C CD8+ T cell-vesicle binding, flow cytometry; stronger effect = lower value; 330,000 compounds, 0.068% hits;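 active = response, share of CD8 T cells binding vesicles, and their 90th percentile fluorescence all below set limits, cut at about 80% in these data, passing the limit was not always enough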
#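 material = purified 2C TCR transgenic mouse naive CD8+ T cells | controls = Unloaded micro-vesicles (low), QL9 vesicles with 0.7% DMSO (high) | detection = cytometric PE anti-B7-1 and Alexa647 anti-CD8 signals after 1% paraformaldehyde fixation | incubation = binding step 1.5 h, 37 °C, antibody labelling 20 min, ice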
# Hep lipid drop cells 6.5 µM: further read-out of Hep lipid drop, marked with its call; cell count; measured here: cell count, cytotoxicity flag;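 cells counted across two imaged fields per well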
# T cell modulator vesicle-bound %: recorded beside T cell modulator, whose call it bears; double positive events, %; measured here: CD8+ vesicle-bound cell fraction;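 binding gate set so that unloaded-vesicle control wells show 10% double positive cells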
# NTR1 ag cell count 20 µM: also measured in NTR1 ag; calls as there; cell count; measured here: cell count, cytotoxicity flag
# * hit, by the source's call; i = inactive; . = no result given.
SMILES,GPR35 arrestin U2OS,GPR55 antagonists,SV40 large T antigen,GPR55 activation,NTR1 ag,NTR1 ag cell count 20 µM,MgcRacGAP inhibition,Hep lipid drop,Hep lipid drop cells 6.5 µM,LYP inhibition,T cell modulator,T cell modulator vesicle-bound %
Cc1ccc(C(=O)OCC(=O)NCC2CCCO2)c(C)c1 (centres undefined),-4%,0%,20%,0.7%,-0.1,68,-4%,24,694,2%,i,44
CCOc1ccc(Br)cc1S(=O)(=O)Nc1cccc(S(=O)(=O)N(C)C)c1,0%,1%,4%,0.7%,7.4,64,1%,2,669,1%,i,22
CCCCN(CC)CCCNC(=O)c1cc2c(=O)n(CC)c3ccccc3c2s1,-23%,3%,9%,-0.1%,0.8,80,19%,-29,401,-9%,i,64
COc1ccc(CNCc2cccc(OC)c2OC)cc1Br,7%,18%,-1%,-0.2%,0.8,39,149µM*,-8,696,-4%,i,10
COc1ccc(C)cc1NC(=O)CCNS(=O)(=O)c1ccc2c(c1)CC(C)N2C(C)=O (centres undefined),14%,1%,4%,-0.1%,-1.3,59,8%,-4,768,-12%,i,11
O=C1NCCc2c1[nH]c1c(Cl)ccc(Cl)c21,9%,-8%,0%,0.2%,-0.9,66,0%,.,.,-1%,i,36
C=CCn1c(COc2ccc3c(c2)CCCC3)nnc1SCC(=O)Nc1cccc(SC)c1,15%,-17%,-1%,-0.1%,13,50,10%,.,.,4%,i,55
O=C(CSc1nnc(-c2ccccc2)o1)NC1CCS(=O)(=O)C1 (centres undefined),-10%,0%,-1%,0.4%,1.9,54,4%,-6,622,-8%,i,45
CCOC(=O)C1CCN(c2nc3ccccc3nc2C(C#N)C(=O)NCCc2ccccc2)CC1 (centres undefined),10%,4%,3%,-0.3%,.,.,.,-3,725,0%,.,.
CCN(CC)S(=O)(=O)c1ccc(C)c(NC(=O)c2cc(C)oc2C)c1,-7%,-16%,3%,-0.1%,0.7,50,5%,-14,706,-7%,i,50
CCOC(=O)c1c(C)[nH]c(C)c1C(=O)COC(=O)c1c(OC)cccc1OC,15%,2%,4%,-0.2%,-0.8,72,-9%,-27,784,1%,i,28
Cc1ccc(CN(Cc2ccccn2)C(=O)Nc2c(F)cccc2F)cc1,-14%,12%,15%,-0.1%,0.2,106,13%,4,813,-9%,i,55
Cc1cc(Cl)ccc1OCCCC(=O)NCCCn1ccnc1,14%,3%,2%,0.6%,1.3,56,1%,-9,655,-2%,i,18
COc1cc(NC(=O)CN2C(=O)c3ccccc3C2=O)c(C(=O)O)cc1OC,7%,0%,2%,0.1%,-0.1,55,9%,.,.,-1%,i,50
Cc1ccc(N(C)C(=O)N2CCN(c3ccccn3)CC2)cc1,-14%,9%,14%,-0.3%,-2.6,47,6%,-4,682,0%,i,21
O=c1cc(COc2ccc(Cl)c(Cl)c2)nc2sccn12,3%,7%,6%,-0.1%,-0.6,59,30%,-4,702,0%,i,14
O=C(CSc1nc2scc(-c3ccccc3)c2c(=O)[nH]1)NCCc1ccccc1,0%,15%,23%,-0.2%,-0.1,57,3%,1,834,-10%,i,9
COc1ccc(-c2cc(C(=O)NCCN3CCOCC3)c3ccccc3n2)cc1OC,-8%,11%,9%,-0.1%,0.5,55,12%,35,723,-8%,i,45
O=c1c2cc(-c3ccccc3)sc2nc2n1N=C(c1cccs1)CS2,13%,8%,3%,0.3%,5.6,53,.,4,720,-4%,i,18
CC(C)C(=O)NCCc1nc2ccccc2n1CCOc1ccccc1,-13%,-5%,6%,1.0%,0.6,50,6%,-7,653,-7%,i,44

# Twelve consecutive entries already listed:
SMILES,GPR35 arrestin U2OS,GPR55 antagonists,SV40 large T antigen,GPR55 activation,NTR1 ag,NTR1 ag cell count 20 µM,MgcRacGAP inhibition,Hep lipid drop,Hep lipid drop cells 6.5 µM,LYP inhibition,T cell modulator,T cell modulator vesicle-bound %
O=C1NCCc2c1[nH]c1c(Cl)ccc(Cl)c21,9%,-8%,0%,0.2%,-0.9,66,0%,.,.,-1%,i,36
C=CCn1c(COc2ccc3c(c2)CCCC3)nnc1SCC(=O)Nc1cccc(SC)c1,15%,-17%,-1%,-0.1%,13,50,10%,.,.,4%,i,55
O=C(CSc1nnc(-c2ccccc2)o1)NC1CCS(=O)(=O)C1 (centres undefined),-10%,0%,-1%,0.4%,1.9,54,4%,-6,622,-8%,i,45
CCOC(=O)C1CCN(c2nc3ccccc3nc2C(C#N)C(=O)NCCc2ccccc2)CC1 (centres undefined),10%,4%,3%,-0.3%,.,.,.,-3,725,0%,.,.
CCN(CC)S(=O)(=O)c1ccc(C)c(NC(=O)c2cc(C)oc2C)c1,-7%,-16%,3%,-0.1%,0.7,50,5%,-14,706,-7%,i,50
CCOC(=O)c1c(C)[nH]c(C)c1C(=O)COC(=O)c1c(OC)cccc1OC,15%,2%,4%,-0.2%,-0.8,72,-9%,-27,784,1%,i,28
Cc1ccc(CN(Cc2ccccn2)C(=O)Nc2c(F)cccc2F)cc1,-14%,12%,15%,-0.1%,0.2,106,13%,4,813,-9%,i,55
Cc1cc(Cl)ccc1OCCCC(=O)NCCCn1ccnc1,14%,3%,2%,0.6%,1.3,56,1%,-9,655,-2%,i,18
COc1cc(NC(=O)CN2C(=O)c3ccccc3C2=O)c(C(=O)O)cc1OC,7%,0%,2%,0.1%,-0.1,55,9%,.,.,-1%,i,50
Cc1ccc(N(C)C(=O)N2CCN(c3ccccn3)CC2)cc1,-14%,9%,14%,-0.3%,-2.6,47,6%,-4,682,0%,i,21
O=c1cc(COc2ccc(Cl)c(Cl)c2)nc2sccn12,3%,7%,6%,-0.1%,-0.6,59,30%,-4,702,0%,i,14
O=C(CSc1nc2scc(-c3ccccc3)c2c(=O)[nH]1)NCCc1ccccc1,0%,15%,23%,-0.2%,-0.1,57,3%,1,834,-10%,i,9

# (continued)
SMILES,GPR35 arrestin U2OS,GPR55 antagonists,SV40 large T antigen,GPR55 activation,NTR1 ag,NTR1 ag cell count 20 µM,MgcRacGAP inhibition,Hep lipid drop,Hep lipid drop cells 6.5 µM,LYP inhibition,T cell modulator,T cell modulator vesicle-bound %
O=C(CCC(=O)c1ccc(Br)cc1)Nc1cccnc1,-17%,-1%,-2%,-0.1%,2.9,46,-2%,18,724,-2%,i,21
Cc1ccc[n+](-c2[nH]c(=O)sc2/C=N/N=C(\[O-])CCn2c3ccccc3c3ccccc32)c1,5%,-24%,6%,0.3%,0.3,49,8%,-1,745,-5%,i,5
O=C(COc1ccccc1)Nc1c2c(nn1-c1ccc(F)cc1)CS(=O)(=O)C2,0%,10%,11%,0.4%,0.4,59,4%,-12,681,-2%,i,18
O=C1CN(S(=O)(=O)c2cc(C(=O)O)ccc2Cl)c2ccccc2N1,12%,-14%,0%,-0.1%,-0.2,65,6%,-7,807,-10%,i,43
CCCOc1ccc(C(=O)NC(=S)Nc2nc3ccccc3s2)cc1,-8%,6%,-2%,-0.1%,0.6,59,0%,.,.,-8%,i,14
CCCCc1cc(=O)oc2cc(OCc3nn[nH]n3)ccc12,4%,9%,8%,0.3%,-0.2,58,-3%,-5,741,-8%,i,33
NNC1=N[C@H]2CS(=O)(=O)C[C@H]2S1,-9%,1%,0%,-0.2%,0.6,55,-9%,10,581,-10%,i,47
CCN(c1ccccc1)S(=O)(=O)c1cc(C(=O)Nc2ccccc2Cl)ccc1F,-7%,-2%,19%,0.1%,6.6,30,-3%,-14,544,-5%,i,25
Cc1cccc2cc3c(NC(=O)C(C)(C)C)nn(CC(C)C)c3nc12,7%,8%,6%,0.7%,8.3,95,7%,-26,620,-9%,i,44
O=C(c1cccs1)n1nc(-c2ccc(Cl)cc2)nc1NCc1ccco1,-8%,4%,4%,0.0%,13,84,5%,.,.,4%,i,26
O=C(CN1CCCCCC1)Nc1ccccc1,3%,8%,-2%,-0.7%,0.6,44,28%,2,693,-5%,i,65
COc1ccc(C(=O)CC(Nc2ccc([N+](=O)[O-])cc2)c2ccc(Cl)cc2)cc1 (centres undefined),-10%,5%,1%,-0.2%,9.4,44,0%,-18,658,0%,i,40
Cc1cc(N2CCN(C)CC2)nc2ccc(NC(=S)N3CCCCC3)cc12,-5%,8%,17%,1.4%,.,.,15%,-5,716,-13%,.,.
CCn1cc(CCC(=O)O)c(C)n1,-2%,-4%,14%,-0.3%,0.2,53,-3%,-1,697,-5%,i,30
COc1cccc(N2CCN(c3nc(C)cc(C)c3C#N)CC2)c1,9%,-1%,22%,0.3%,4.0,65,-4%,8,806,-4%,i,53
Cc1nn(CC(=O)NCc2cccc3ccccc23)c(=O)c2ccccc12,5%,7%,9%,-0.1%,-0.3,88,2%,.,.,-2%,i,2
O=C(Nc1nccs1)c1ccc(F)c(S(=O)(=O)N2CCOCC2)c1,-12%,12%,1%,-0.1%,-1.8,37,8%,-2,831,-9%,i,72
O=C(NC1=NCCS1)c1ccncc1,0%,2%,6%,0.2%,0.5,57,9%,.,.,-14%,i,25
CCC[C@@H]1CCCO[C@@](C(=O)NCc2ccc(S(C)(=O)=O)cc2)(C(F)(F)F)C1,.,.,107%,.,4.4,57,2%,.,.,.,i,43
O=C(NC1CCCC1)C(c1cccnc1)N(C(=O)c1csnn1)c1ccccc1 (centres undefined),-4%,10%,4%,-0.2%,-0.4,50,3%,-2,788,2%,i,38
CCCS(=O)(=O)c1cscc1NC(=O)c1c(-c2c(F)cccc2Cl)noc1C,-2%,3%,5%,-0.3%,1.6,46,10%,-8,690,1%,i,22
COc1ccc(CCNC(=O)CNCC2CCCCC2)cc1OC,-1%,10%,2%,-0.2%,0.9,39,28%,-4,828,-10%,i,12
Cc1ccc(S(=O)(=O)N2CCN(C(=O)c3ccco3)CC2)cc1,14%,1%,11%,0.4%,0.6,66,-5%,5,810,-7%,i,62
COc1ccccc1C(=O)Nc1ccc(S(=O)(=O)N2CCN(C)CC2)cc1,.,.,0%,.,1.7,45,4%,.,.,.,i,44

# Quoted from the listing:
# Hep lipid drop result of CCCS(=O)(=O)c1cscc1NC(=O)c1c(-c2c(F)cccc2Cl)noc1C : -8
# NTR1 ag result of COc1ccccc1C(=O)Nc1ccc(S(=O)(=O)N2CCN(C)CC2)cc1 : 1.7
